ATG4B inhibitor: blocks human ATG4B protease cleavage of LC3 substrate. Q9Y4P1. ATG4B cleavage of LC3-PLA2, NBD-HPC fluorescence, 1 h. inhibition, % at 8.33 µM. hit rate 0.51% among 340,000. AID 504462; in the data active = inhibition above about 40%
MPTP inh: blocks calcium-induced mitochondrial swelling; isolated mouse mitochondria, Ca2+ swelling absorbance, 30 min; inhibition, % at 10 µM; hit rate 1.4% among 360,000; AID 602449;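 active = inhibition of 50% or more, scaled per plate between neutral and stimulator controls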;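 note: 0% = DMSO wells given calcium and 100% = 1 mM EGTA wells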
PfG6PD inh: PfG6PD (Plasmodium falciparum) enzyme inhibition | AID 504690 | inhibition, % at 20 µM | PfGluPho enzyme, NADPH resazurin-diaphorase fluorescence | hit rate 0.78% among 350,000;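 active = inhibition reaching at least a set limit at 20 µM in the primary screen, cut at about 59% in these data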;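 note: 0% = DMSO wells with substrate and 100% = DMSO wells lacking glucose-6-phosphate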
HKDC1 inh: inhibitors of human hexokinase HKDC1. hit rate 0.16% among 340,000. AID 493160. inhibition, % at 20 µM. recombinant HKDC1, G6PDH/diaphorase resazurin coupled fluorescence;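 active = inhibition above about 35% when tested at 20 µM, limit read from the data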;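 note: plate controls were DMSO wells with enzyme for no effect and DMSO wells lacking enzyme for full effect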
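System: Recombinant HKDC1 hexokinase | Amount: HKDC1 at 5 µg/mL | Reagent: Glucose with 1 mM ATP | Doses: Single 20 µM dose | Incubation: Reaction time 90 min, room temperature, protected from light | Signal: Coupled resazurin fluorescence, excitation 525 nm, emission 613 nm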
NR3A LBD binder: modulates the human NR3A ligand-binding domain; NR3A LBD differential scanning fluorimetry, Tm shift; 0% = protein alone, 100% = glycine-bound protein; Tm shift relative to glycine control, % at 25 µM; hit rate 2.5% among 340,000; AID 1259313;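 active = melting temperature shift of at least 10% of the positive control shift, at one fixed dose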
SENP6 block: SENP6 protease inhibition; Q9GZR1; hit rate 1.8% among 330,000; inhibition, % at 10 µM; Recombinant SENP6 catalytic domain, aminoluciferin luminescence;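 active = inhibition above about 50% at the single tested dose, limit read from the data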;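 note: plate controls were DMSO wells with enzyme for no effect and DMSO wells lacking enzyme for full effect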
Target sequence (Q9GZR1 628-1112 limits assumed): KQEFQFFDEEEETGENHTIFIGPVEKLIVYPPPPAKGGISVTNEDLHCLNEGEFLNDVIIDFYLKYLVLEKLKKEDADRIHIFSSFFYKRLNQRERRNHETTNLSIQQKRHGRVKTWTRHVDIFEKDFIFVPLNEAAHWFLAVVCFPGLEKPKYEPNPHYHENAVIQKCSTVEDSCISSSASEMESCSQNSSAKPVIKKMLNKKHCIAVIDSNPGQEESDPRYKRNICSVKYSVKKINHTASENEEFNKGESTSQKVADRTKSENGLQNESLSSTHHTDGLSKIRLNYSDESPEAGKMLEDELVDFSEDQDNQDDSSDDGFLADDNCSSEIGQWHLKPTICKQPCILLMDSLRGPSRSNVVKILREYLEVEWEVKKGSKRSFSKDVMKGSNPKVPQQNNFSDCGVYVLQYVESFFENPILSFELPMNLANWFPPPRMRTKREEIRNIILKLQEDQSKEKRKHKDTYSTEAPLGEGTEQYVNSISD
SENP7 block: inhibitors of human SENP7 protease; Q9BQF6; recombinant SENP7, Z-RLRGG-aminoluciferin luminescence, 40 min; inhibition, % at 5 µM; hit rate 1.5% among 330,000;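 active = inhibition above about 50% at the single test dose, limit read from the data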;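 note: plate controls were DMSO with enzyme for no effect and no enzyme buffer wells for full effect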
Target sequence (Q9BQF6 706-1050 limits assumed): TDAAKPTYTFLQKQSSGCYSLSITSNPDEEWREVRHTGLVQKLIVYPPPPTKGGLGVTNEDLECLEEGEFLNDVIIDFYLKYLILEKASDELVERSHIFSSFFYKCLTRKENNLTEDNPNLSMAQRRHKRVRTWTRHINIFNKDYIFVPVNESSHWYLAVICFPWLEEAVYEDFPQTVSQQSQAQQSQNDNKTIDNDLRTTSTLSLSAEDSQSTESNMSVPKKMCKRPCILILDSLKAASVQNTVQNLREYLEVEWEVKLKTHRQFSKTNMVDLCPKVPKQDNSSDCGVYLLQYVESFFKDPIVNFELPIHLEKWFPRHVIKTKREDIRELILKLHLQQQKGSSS
SENP8 inh: inhibitors of human SENP8 protease. Q96LD8. recombinant SENP8, Nedd8 substrate fluorescence. inhibition, % at 20 µM. hit rate 0.64% among 360,000; in the data active = inhibition mostly above about 40%, no sharp cut-off; inactive = mostly below about 27%
Target sequence (Q96LD8 whole entry, looked up): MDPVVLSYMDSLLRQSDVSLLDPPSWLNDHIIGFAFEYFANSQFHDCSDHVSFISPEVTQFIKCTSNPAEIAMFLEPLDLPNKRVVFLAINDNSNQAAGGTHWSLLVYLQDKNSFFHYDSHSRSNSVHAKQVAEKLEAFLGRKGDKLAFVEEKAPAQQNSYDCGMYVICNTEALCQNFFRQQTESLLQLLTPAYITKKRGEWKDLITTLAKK
Starred values were filed as active, the others as inactive; · = not tested or not shown.

No. | mol | ATG4B inhibitor | MPTP inh | PfG6PD inh | HKDC1 inh
1 | COc1ccc(Oc2nc(SC)nc3ccccc23)cc1 | 10 | 4.7 | 7 | 1
2 | Cc1ccc(S(=O)(=O)Nc2cc(S(=O)(=O)N3CCCCC3)ccc2N2CCOCC2)cc1 | 0 | -1.0 | -4 | -7
3 | COc1ccc(N(CC(=O)NC2CCCC2)C(=O)Cn2nnc(-c3ccc(OC)c(OC)c3)n2)cc1 | -2 | -0.3 | -11 | -4
4 | Cc1cccc(OCCNC(=O)CSc2ccc(C(F)(F)F)cc2[N+](=O)[O-])c1 | 7 | 80* | -1 | -5
5 | CCOc1ccccc1C(=O)N[C@H](C(=O)OCc1csc(CC(=O)Nc2ccc(C)cc2)n1)C(C)C | 9 | 2.7 | 7 | 0
6 | CCOc1ccccc1NC(=O)c1cnc2n(c1=O)CCS2 | -10 | 1.0 | 3 | 0
7 | Cc1ccc2cc(C=O)c(N3CCOCC3)nc2c1C | 7 | -1.4 | -4 | -3
8 | Cc1cc(C)cc(OCc2nnc(SCC(=O)c3ccccc3)o2)c1 | 11 | 6.4 | 21 | -2
9 | CN(C)CCNC(=O)C(C(=O)c1ccccc1)n1ccccc1=O (configuration not stated) | -3 | 0.4 | 2 | -9
10 | c1cc(Nc2ncnc3sc4c(c23)CCC4)ccn1 | -2 | -0.2 | 8 | -3

No. | NR3A LBD binder | SENP6 block | SENP7 block | SENP8 inh
1 | 1 | -19 | 12 | 4
2 | -2 | 10 | 0 | 11
3 | -3 | -24 | -6 | 9
4 | -5 | 6 | 4 | 26
5 | -4 | -8 | 3 | 5
6 | 1 | 4 | 7 | -50
7 | -1 | 5 | 1 | -413
8 | 4 | 8 | 6 | 10
9 | -2 | 1 | 1 | 4
10 | 1 | 4 | -7 | -466

(continued)
No. | mol | ATG4B inhibitor | MPTP inh | PfG6PD inh | HKDC1 inh
11 | CCOC(=O)CN1N=C(/C=C/c2ccc(OC)cc2)CCC1=O | -3 | -0.3 | 3 | 3
12 | Cc1ccccc1NC(=O)c1ccco1 | -5 | -1.1 | -12 | -6
13 | CCc1nc2oc(C(=O)c3ccccc3)c(N)c2c2c1COC(C)(C)C2 | 2 | -5.7 | -4 | 0
14 | Cc1c(NC(=O)COC(=O)CCC(=O)c2ccc(Cl)cc2)c(=O)n(-c2ccccc2)n1C | -3 | -0.1 | -2 | -10
15 | CC12CCC(=O)N1C(C(=O)Nc1ccc(F)c(F)c1F)CS2 (configuration not stated) | -3 | 1.6 | 8 | -5
16 | COc1ccccc1N1CCN(C2=CC(=O)CCC2)CC1 | 3 | 0.3 | 14 | -4
17 | COc1ccc(OC)c(CN2CCN(S(=O)(=O)c3ccc(NC(C)=O)cc3)CC2)c1 | -5 | 2.2 | 7 | -10
18 | COc1ccc(OCC(=O)Nc2ccccc2C(=O)Nc2ccc(C(=O)O)cc2)cc1 | 7 | 1.3 | -7 | 3
19 | CCN(CC)S(=O)(=O)c1cc(NS(=O)(=O)c2cccc(Cl)c2Cl)ccc1C | 3 | 19 | -35 | 0
20 | CC(C)(C)c1cc(C(=O)CCN2CCOCC2)cc(C(C)(C)C)c1O | 1 | -1.1 | 7 | 1

No. | NR3A LBD binder | SENP6 block | SENP7 block | SENP8 inh
11 | 0 | 8 | 11 | -6
12 | -1 | -5 | 10 | 15
13 | 0 | 1 | 7 | -160
14 | 1 | 5 | -3 | 7
15 | 2 | -8 | -11 | 2
16 | -1 | -4 | 2 | 10
17 | 0 | 5 | -6 | 13
18 | -1 | 4 | -11 | 10
19 | -5 | -12 | 4 | 14
20 | 0 | 5 | 1 | 21

More compounds follow.
No. | mol | ATG4B inhibitor | MPTP inh | PfG6PD inh | HKDC1 inh
21 | O=C1CCN(CCc2ccccc2)CCN1[C@H](COc1ccccc1)c1ccccc1 | -5 | 0.6 | 1 | -5
22 | Cc1ccccc1NC(=O)c1cc2ccccc2o1 | -6 | -0.8 | 8 | -4
23 | Cc1cc(C)nc(N/N=C/c2c[nH]c3ccccc23)n1 | 2 | 0.4 | 1 | -7
24 | CCOC(=O)Cc1csc(NC(=O)c2cc(C)c(C)s2)n1 | -3 | -2.5 | -7 | 1
25 | Cc1cccc(C(=O)OCC(=O)Nc2c(C)nn(-c3ccccc3)c2C)c1O | -9 | -0.9 | 1 | 3
26 | O=C1CCN(S(=O)(=O)c2ccccc2)N1 | 17 | -1.3 | 9 | -8
27 | CCCCCNC(=O)CCn1c(=O)oc2ccccc21 | -8 | -1.1 | -7 | -1
28 | O=C(NN1C(=O)/C(=C/c2ccc(O)c(O)c2)SC1=S)c1ccccc1 | 9 | 15 | -7 | 6
29 | CC(=O)Nc1ccccc1NC(=O)c1cc(C)cc(C)c1 | -4 | -0.4 | -6 | -10
30 | Cc1cc2c(c(C)nn2-c2ccccc2)c(=O)o1 | -4 | -0.5 | 3 | -1

No. | NR3A LBD binder | SENP6 block | SENP7 block | SENP8 inh
21 | -3 | 0 | 0 | 3
22 | 2 | 85* | 71* | -18
23 | 1 | 10 | 19 | -10
24 | -1 | 26 | 18 | -33
25 | 2 | -7 | -3 | 4
26 | -1 | 2 | 7 | 9
27 | 0 | 2 | -3 | 12
28 | 13* | -16 | 5 | 32
29 | -2 | 4 | 2 | 3
30 | 2 | 0 | 8 | 9

Next section:
No. | mol | ATG4B inhibitor | MPTP inh | PfG6PD inh | HKDC1 inh
31 | COc1cc(CNCCc2c[nH]c3ccccc23)ccc1OCc1ccc(F)cc1 | -7 | 70* | 14 | -1
32 | Cc1ccc2c(c1)c1nnc(SCC(=O)NC3CC3)nc1n2C | · | -1.7 | · | ·
33 | O=c1c2[nH]c3ccccc3c2ncn1CCCn1ccnc1 | 4 | -0.1 | -3 | 7
34 | CCOC(=O)c1cc2c(c(-c3ccccc3)n1)[C@@H](CCO)N(S(=O)(=O)C(C)(C)C)C2 | -4 | -2.4 | 7 | -6
35 | Cc1cccc(C)c1OCc1cc(C(=O)N(C)Cc2cc(C3CC3)n[nH]2)no1 | 38 | -0.1 | -14 | -3
36 | Cc1ccc(N=C2SCCCN2C(=O)C2=COCCO2)cc1Cl | -4 | 0.1 | 7 | -3
37 | NS(=O)(=O)c1ccc(NC(=O)COC(=O)CC2Sc3ccccc3NC2=O)cc1 (configuration not stated) | -10 | -0.4 | -3 | -2
38 | N#C/C(=N\Nc1cccc(C(F)(F)F)c1)C(=O)c1ccsc1 | 16 | 84* | -14 | 10
39 | CCOC(=O)c1cncc(O)c1 | 2 | 0.8 | 16 | -3
40 | COc1ccc(-n2c(=O)cc(N3CCN(c4ccccc4F)CC3)[nH]c2=O)cc1 | -5 | -1.2 | -7 | -9

No. | NR3A LBD binder | SENP6 block | SENP7 block | SENP8 inh
31 | -3 | -9 | -5 | 18
32 | · | -3 | 2 | 12
33 | -1 | 10 | 1 | -36
34 | -1 | · | · | 9
35 | 0 | -12 | 0 | 5
36 | -2 | -15 | -7 | 11
37 | 0 | -3 | 5 | 3
38 | 16* | 88* | -1 | 36
39 | 1 | -9 | 1 | 18
40 | -3 | 4 | 4 | 9

(list continues)
No. | mol | ATG4B inhibitor | MPTP inh | PfG6PD inh | HKDC1 inh
41 | COC(=O)c1c(NC(=O)C2CCC2)sc(C(=O)N(C)C)c1C | -2 | -1.5 | 4 | -8
42 | O=C(Nc1ccc(Cl)c(Cl)c1)N1CC=CCC1 | 11 | 1.6 | 11 | -2
43 | COC(=O)Cn1c(C)nc(=O)c(-c2ccccc2)c1C | 6 | -0.9 | -11 | -7
44 | COc1ccc(F)cc1S(=O)(=O)NCc1cc(=O)n(C)c(=O)n1C | 4 | 2.0 | -8 | 0
45 | COc1ccc(C(O)P(=O)(OC2CCCCC2)c2ccc(N(C)C)cc2)cc1OC (configuration not stated) | 2 | -2.5 | -7 | 2
46 | CN1CCC(Oc2ccccc2Sc2ccccc2)CC1 | 4 | 92* | 4 | 7
47 | CCN1C(=O)C(=O)N(CC(=O)N(C)CC(=O)Nc2ccccc2Cl)C1=O | 2 | -0.5 | -11 | 1
48 | O=C(CN1C(=O)NC(c2ccccc2)(c2ccccc2)C1=O)N1CCOCC1 | 4 | -0.9 | -10 | -4
49 | Cc1ccc(/C=N/NC(=O)c2csc3c2CCCC3)cc1 | 2 | -0.7 | 12 | -1
50 | S=c1nc(-c2ccccc2)n(Cc2cccnc2)c2c1CCCC2 | -6 | · | 12 | -3

No. | NR3A LBD binder | SENP6 block | SENP7 block | SENP8 inh
41 | 2 | -31 | -3 | 7
42 | -2 | 32 | 26 | 29
43 | 1 | -13 | -7 | 27
44 | 0 | 9 | 7 | 5
45 | 2 | -3 | -1 | 2
46 | -1 | 0 | 0 | 19
47 | 1 | 4 | 7 | 18
48 | 0 | 11 | 2 | 2
49 | -13 | -13 | 4 | 19
50 | -3 | -9 | -1 | ·

(listing goes on)
No. | mol | ATG4B inhibitor | MPTP inh | PfG6PD inh | HKDC1 inh
51 | COc1ccc(-c2cc(-c3ccccc3)nc(NN)n2)cc1OC | -4 | -1.5 | 0 | -2
52 | Cc1sc(NC(=O)c2ccco2)c(CN2CCN(Cc3ccccc3)CC2)c1C | 9 | 0.5 | 16 | 3
53 | CCOc1ccc(S(=O)(=O)Nc2nccs2)cc1 | -7 | 0.5 | -10 | -11
54 | CCCC(=O)Nc1cc(C)cn(Cc2c(F)cccc2Cl)c1=O | 1 | -0.8 | 6 | -5
55 | CCN(Cc1ccncc1)C(=O)CCc1ccccc1 | 3 | 4.0 | -16 | -1
56 | CCOC(=O)c1c(N2C(=O)Nc3ccccc3N2O)sc2c1CCCCC2 | 7 | 2.8 | -24 | -5
57 | Cc1ccc(C(=O)c2ccccc2C(=O)OCC(=O)N2CCCC2)cc1 | -1 | -0.9 | 21 | -1
58 | CCN(CC)c1ccc(/C=N/NC(=S)NCc2ccco2)cc1 | 0 | 5.8 | 15 | -4
59 | O=C(NCC1CCN(S(=O)(=O)c2ccccc2)CC1)Nc1ccc(F)cc1 | -1 | 6.6 | -8 | -6
60 | CC1=C(C(=O)O)N2C(=O)C(NC(=O)c3c(F)cccc3F)C2SC1 (configuration not stated) | 2 | -0.8 | 24 | -2

No. | NR3A LBD binder | SENP6 block | SENP7 block | SENP8 inh
51 | 2 | 12 | 17 | -490
52 | 0 | -4 | 3 | -15
53 | -1 | 11 | 2 | 7
54 | 2 | -6 | -15 | -195
55 | 3 | 9 | 0 | -2
56 | 0 | 23 | 8 | -23
57 | 0 | -20 | -2 | 6
58 | -2 | -8 | 10 | -423
59 | -8 | 4 | 4 | 8
60 | 1 | -1 | 5 | 4

(more compounds)
No. | mol | ATG4B inhibitor | MPTP inh | PfG6PD inh | HKDC1 inh
61 | COc1cccc(C2CNC3(CCCC(C)C3)c3[nH]c4ccccc4c32)c1OC (configuration not stated) | 0 | 0.5 | 7 | -1
62 | O=C(Nc1ccccc1)c1nc[nH]c1C(=O)NCCN(CCNC(=O)c1[nH]cnc1C(=O)Nc1ccccc1)CCNC(=O)c1[nH]cnc1C(=O)Nc1ccccc1 | -28 | 0.4 | 5 | 6
63 | CNCCCOc1cccc(Oc2ccccc2)c1 | 4 | 24 | 4 | -9
64 | O=C(NC1CCCC1)C(=O)c1c[nH]c2ccccc12 | 1 | -1.0 | 3 | 1
65 | CCc1ccc(OCC(=O)Nc2cccc3c2CCCC3)cc1 | 5 | 24 | 1 | 3

No. | NR3A LBD binder | SENP6 block | SENP7 block | SENP8 inh
61 | -3 | 3 | -3 | 12
62 | 13* | -18 | -7 | 14
63 | -1 | -15 | 2 | 19
64 | 1 | -3 | 5 | 7
65 | 1 | -1 | -11 | 6

Screens: PubChem BioAssay, Sanford-Burnham Center for Chemical Genomics

Rows were taken by chance; 6.9% or so of the library scored in one or more.
